# Source: PubChem
# SENP1 FRET inh: human SENP1 catalytic domain inhibitors, primary screen, biochemical, FRET, uHTS; recombinant SENP1 catalytic domain, CyPet-SUMO1-YPet FRET cleavage; inhibition, % at 10 µM; 0.21% of 360,000 active; AID 624204, 2012;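 active = inhibition at least 30% at 10 µM, raw YFP signal under a set limit, fluorescence ratio 0.5 to 1.5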;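 also: 0% = enzyme with DMSO and 100% = no enzyme wells; some results filed as inactive read as strong as hits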
# Target sequence (Q9P0U3 419-644 limits assumed): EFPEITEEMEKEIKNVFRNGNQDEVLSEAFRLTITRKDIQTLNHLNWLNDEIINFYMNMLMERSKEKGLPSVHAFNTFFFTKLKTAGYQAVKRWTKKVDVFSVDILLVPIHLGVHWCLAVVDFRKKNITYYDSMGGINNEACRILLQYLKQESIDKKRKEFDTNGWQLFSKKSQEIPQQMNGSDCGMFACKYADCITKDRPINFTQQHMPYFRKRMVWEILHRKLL
#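 Assay system: hSENP1 catalytic domain, recombinant. Amount: SENP1 enzyme, 20 pM final. Schedule: 50 min reaction, RT, dark. Technique: FRET, CFP and YFP emission. Control set: no-enzyme wells low, DMSO-plus-enzyme wells high control.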
# * marks the source's active call; other numbers are inactive results. These rows are one share of the data (hit frequency here may not be typical).
SENP1 FRET inh | Molecule
-3 | Cc1cccc(C)c1NC(=O)C1(C)CN(S(C)(=O)=O)CC(=O)N1CCOc1ccccc1 (stereo not given)
0 | COCCN1C(=O)CN(S(C)(=O)=O)CC1(C)C(=O)Nc1c(C)cccc1C (stereo not given)
-1 | CC1C(=O)NN=C1c1ccc([N+](=O)[O-])cc1 (stereo not given)
-1 | Nc1cccc(OCCCCCOc2cccc(N)c2)c1
1 | CSc1nnc2sc3cc(C)ccc3n12
-2 | CCOc1cccc(-c2cc(N3CCN(CCO)CC3)n3nccc3n2)c1
3 | CCOC1=C2[C@H](c3ccc(CC)cc3)N(S(=O)(=O)c3ccc(C)cc3)C[C@H]2n2c(=O)n(-c3ccccc3)c(=O)n2C1
0 | CC(C)C(=O)N1CCC1(C)C(=O)NCc1ccc(C(C)(C)C)cc1 (stereo not given)
2 | CC(C)C[C@H]1COc2cc(N3CCC[C@H]3CO)ccc2S(=O)(=O)N1
-1 | CCN(CC)C(=O)C1=C(C)N(Cc2ccc(OC)cc2)C(=O)C(CC(=O)NCC2CCCCC2)C1 (stereo not given)
0 | O=c1[nH][nH]c2c1[C@H](c1ccc(Cl)cc1)O[C@H](C1CC1)C2
0 | CCN1C[C@@H]2[C@@H]3C(=O)N(Cc4ccccc4)C(=O)[C@@H]3[C@](CC)(C1=O)N2C(=O)c1ccc(C(C)(C)C)cc1
2 | COc1ccc(Cl)cc1C(=O)NNC(=O)CCNC(=O)c1ccccc1
3 | CCOC(=O)[C@]12CCCC=C1N(CCC1=CCCCC1)C(=O)[C@H](CC(=O)N1CCCC1)C2
6 | CC1=C(C(=O)N(C)C)CC(CC(=O)NCCN2CCOCC2)C(=O)N1Cc1ccc(F)cc1 (stereo not given)
-13 | COc1ccc(-c2ccc(CN3C(C)C(=O)N(Cc4cn(CCC5OCCO5)nn4)CCS3(=O)=O)cc2)cc1 (stereo not given)
1 | CCOC(=O)C1=C(C(=O)OCC)c2ccc(OC)c(OC)c2C1
1 | Cc1noc(C)c1NC(=O)N(C)C[C@@H]1Oc2cc(Br)ccc2S(=O)(=O)N([C@@H](C)CO)C[C@H]1C
4 | COc1cccc(-c2ccc3c(c2)N(Cc2cccc(F)c2)C(=O)C(C)S3)c1 (stereo not given)
-1 | ClCCn1cnc2c(SCc3ccccc3)ncnc21
-70 | N#C/C(=C/c1ccc(-c2ccc(C(=O)O)c(Cl)c2)o1)C(=O)NCC1CCCO1 (stereo not given)
0 | C[C@@H]1CN([C@@H](C)CO)C(=O)c2cc(-c3cccnc3)cnc2O[C@H]1CN(C)C(=O)c1cccc(F)c1
105 | CC(=O)[C@@]1(O)Cc2c(O)c3c(c(O)c2[C@H](O[C@H]2C[C@H](N)[C@H](O)[C@H](C)O2)C1)C(=O)c1ccccc1C3=O
1 | COCc1c(C(=O)Nc2nnc(C3CC3)s2)oc2ccccc12
1 | COc1cccc(C(O)c2nc(-c3cnn(C)c3)cs2)c1 (stereo not given)
1 | COCCNC(=O)C1(C)CCN(C(=O)C2(c3ccc(Cl)cc3)CCCC2)C1 (stereo not given)
-9 | O=C1Nc2ccccc2N=C(c2ccc3c(c2)OCO3)C1N(C(=O)c1ccc2ccccc2c1)C1CC1 (stereo not given)
1 | CSc1ccccc1C(=O)N1CCc2ccc(NC(=O)c3ccccn3)cc2C1
1 | COc1ccc(NC(=O)N(C2CCCCC2)C2CCN(C(C)C)CC2)c(OC)c1
2 | CC1=C(C(=O)N(C(C)C)C(C)C)CC(CC(=O)NC2CCCC2)C(=O)N1Cc1ccccc1 (stereo not given)

# Another view of part of the listing above.
SMILES,SENP1 FRET inh
O=C1Nc2ccccc2N=C(c2ccc3c(c2)OCO3)C1N(C(=O)c1ccc2ccccc2c1)C1CC1 (stereo not given),-9
COc1cccc(C(O)c2nc(-c3cnn(C)c3)cs2)c1 (stereo not given),1

# Next section.
SENP1 FRET inh | Molecule
3 | O=c1cc(CN2CCN(c3ccccc3F)CC2)c2ccccc2o1
1 | CC(=O)Nc1ccc(NC(=O)CSc2nnc(NC(=O)c3ccccc3F)s2)cc1
-5 | NC(=Nc1c([N+](=O)[O-])cnc2ccccc12)N1CCOCC1
1 | O=C(/C=C/[C@H]1O[C@@H](n2cnc3c(NC(=O)c4ccccc4)ncnc32)[C@H](O)[C@@H]1O)NCC1CCCO1 (stereo not given in full)
1 | COc1ccc(NC(=O)N(C)C[C@@H]2OCc3cn(nn3)CCCC(=O)N([C@H](C)CO)C[C@H]2C)cc1
1 | CCC(c1ccccc1)c1noc(CCN(CC)CC)n1 (stereo not given)
1 | O=C(C[C@H]1C(=O)N(Cc2cccnc2)C[C@@H]1Cc1ccccc1)Nc1ccccc1
1 | CC(=O)N1C[C@H]2CON(C)[C@H]2C[C@H]1c1cccc(-c2ccccc2C)c1
3 | CC1(C(=O)NS(=O)(=O)C2CC2)CCN(C(=O)COCc2ccccc2)C1 (stereo not given)
0 | N#CCCC1(CCC#N)c2ccccc2C(=O)c2ccccc21
0 | CCOc1ccc(C(=O)NC(=S)N(Cc2ccccc2)Cc2ccccc2)cc1
4 | OC(c1ccccc1)c1nc(-c2ccc(Cl)cc2)cs1 (stereo not given)
-1 | CCn1cc([N+](=O)[O-])c(C(=O)N2CCCC2)n1
-5 | O=C(CC1CC1)Nc1ccc2c(c1)[C@H]1C[C@H](CC(=O)N3CCc4ccccc4C3)O[C@@H](CO)[C@H]1O2
-2 | Clc1cccc(Cc2c(C3CCCCC3)nc3ccc(Cl)cn23)c1
0 | COc1ccc(NC(=S)N(CCc2ccncc2)C(C)C)cc1Cl
-5 | COc1ccccc1Cn1c(C)c(C(=O)NCCC#N)sc1=O
2 | Nc1nc(SCc2ccccc2)c2ncn(C3CCCO3)c2n1 (stereo not given)
-1 | CN1CCN([C@@H]2CS(=O)(=O)N[C@H]2COCc2ccccc2)CC1
3 | CC(C)c1cc(Cn2c3ccccc3c(=O)n2C(C)Cn2cc(CCc3ccccc3)nn2)on1 (stereo not given)
2 | COC(=O)c1c(NC(=O)c2ccc(C(=O)c3ccccc3)cc2)sc2c1CC(C)(C)NC2(C)C
-4 | COc1ccc(-c2cnc3c(NC(C)=O)cc(-c4ccccc4CN(C)C)cn23)cc1OC
3 | CCCNC(=O)N[C@H]1C=C[C@H](CC(=O)OC)O[C@@H]1CO
-3 | CC(C)C[C@H]1CNC(=O)C(=O)N1CC1CCN(CC2CCC(C(C)(C)C)CC2)CC1 (stereo not given in full)
-4 | NC(Cc1ccc(C(F)(F)F)cc1)c1csc(Nc2ccc(S(N)(=O)=O)cc2)n1 (stereo not given)
3 | CC(=O)Nc1cnc(-c2ccc3c(c2)OCO3)cn1
-1 | CCCn1c(=S)[nH]c2cc(C(=O)NCc3ccccc3OC)ccc2c1=O
2 | CN(CC(=O)O)Cc1oc(CO)cc(=O)c1O
3 | CCc1cc2c(cc3c(=O)n(CC(=O)NCCCN4CC(C)CC(C)C4)ncn32)s1 (stereo not given)
0 | COc1cc(CCN(C(=O)c2cccc(S(C)(=O)=O)c2)C(CCc2ccccc2)c2nc3ccccc3[nH]2)cc(OC)c1 (stereo not given)
6 | COc1ccc(NC(=S)N2CCC3CC2c2cc(-c4ccc5c(c4)OCO5)ccc23)c(OC)c1 (stereo not given)
0 | Cc1ccc(CNCC(O)(c2ccccc2)c2ccc(Cl)cc2)cc1 (stereo not given)
2 | OC(c1ccc(F)c(F)c1)c1nc(-c2ccc3c(c2)OCO3)cs1 (stereo not given)
0 | COc1cc(Br)c(CC2c3cc(OC)c(OC)cc3CCN2C)cc1OC (stereo not given)
1 | Cc1cc(C)c(C)c(S(=O)(=O)Nc2ccccc2C(=O)NCCCn2ccnc2)c1C
-9 | Clc1cccc(CNc2ccn3nc(-c4cccc(Cl)c4)cc3n2)c1
2 | CCOC(=O)C1=CCC(c2ccccc2)N(S(=O)(=O)c2ccccc2C)C1 (stereo not given)
0 | COCOc1cccc(CN2CCC(C)(Oc3ccc(C(C)=O)cc3)C2)c1 (stereo not given)
0 | COc1ccc(-c2csc(C(C)(NC(C)=O)c3ccccc3)n2)cn1 (stereo not given)
-23 | COc1ccc(C(C(=O)Nc2ccc3c(c2)OCCO3)n2c(=O)c(-c3ccco3)nc3ccccc32)cc1 (stereo not given)
0 | CCc1nc2ccc(C(=O)N3CCCC(C(N)=O)C3)cn2c1N(C=O)CC (stereo not given)
2 | COc1ccc([C@H]2N[C@]3(CCCN(Cc4ccccc4)C3=O)[C@H]3C(=O)N(Cc4ccccc4)C(=O)[C@@H]23)cc1
2 | Cc1cccc2cc(CN(Cc3cccs3)C(c3nnnn3C3CCCC3)C(C)C)c(=O)[nH]c12 (stereo not given)
-34 | CNN/C(N=Cc1ccc([N+](=O)[O-])s1)=N\S(=O)(=O)c1cc(C)c(Cl)cc1SCc1ccccc1
1 | COc1cc(C2C3C(=O)N(Cc4ccccc4)C(=O)C3ON2c2ccccc2)cc(OC)c1OC (stereo not given)
1 | COCCN(Cc1cc2cc(C)ccc2n2nnnc12)C(=S)Nc1ccc(OC)cc1
0 | CC(C)Nc1ncnc2c1ncn2[C@H]1CN(Cc2ccncc2)C[C@@H](CO)O1
-1 | COc1ccc(CC(N)c2csc(NC(=O)Cc3ccccc3)n2)cc1 (stereo not given)
3 | COc1cccc(CNc2nc(NC(C)C)nc3ccsc23)c1OC
-1 | OC(CNCCc1ccc(Cl)cc1)COc1ccc2ccccc2c1 (stereo not given)
1 | COc1ccc(-c2ccc(CN3C(C)C(=O)N(Cc4cn(CC5CCCCC5)nn4)CCS3(=O)=O)cc2)cc1 (stereo not given)
0 | COc1cc2ccnc(C=NO)c2cc1OC
1 | Cc1cc(F)ccc1C(O)c1ncc(-c2cccc(OCc3ccccc3)c2)[nH]1 (stereo not given)
1 | C/C(=N\O)c1sc(-c2ccccc2)nc1C
2 | C#CCOCCOCCOCCNc1nc(N2CCN(C(=O)Cn3cc(CCO)nn3)CC2)nc(N2CCN(C(=O)Cn3cc(CCO)nn3)CC2)n1
-20 | CN(C)c1ccc(/C=C/c2ccncc2)cc1
1 | O=C1NC[C@H](Cc2ccccc2)N(C[C@@H]2CCCN2C[C@H](Cc2ccccc2)N2C[C@H](Cc3ccc(O)cc3)N(CCc3ccccc3)C(=O)C2=O)C1=O
2 | CN(C)Cc1cc(C(C)(C)C)cc(N2CCOCC2)c1O
2 | COc1ccc(S(=O)(=O)N2CCC[C@H]2C(=O)N2CCC[C@H]2C(=O)N(C)Cc2ccccc2)cc1C
1 | COc1ccc(N2C(=O)c3ccccc3NC(=O)C2C(=O)NCC(C)C)cc1 (stereo not given)

# Continuation.
SENP1 FRET inh | Molecule
1 | CC1CCN(C(=O)c2[nH]cnc2C(=O)Nc2ccccc2F)CC1
-1 | COc1ccc(CC(N)c2csc(Nc3cnccn3)n2)cc1 (stereo not given)
0 | Cc1cc(=O)[nH]c(NN=C(CC(C)C)CC(C)C)n1
1 | CC1(c2nnnn2-c2ccc3c(c2)OCCO3)CCC(=O)N1CCc1ccc(O)cc1 (stereo not given)
-1 | CCCS(=O)(=O)NC(=O)C1(C)CCCN(C(=O)c2ccc(F)cc2Cl)C1 (stereo not given)
1 | CCOC(=O)C(=O)N(C)c1c(CC)nc2c(OCc3cc(Cl)cc(Cl)c3)cccn12
1 | C[C@@H]1CN([C@@H](C)CO)C(=O)CCCn2nncc2CO[C@@H]1CN(C)C(=O)c1ccc2ccn(C)c2c1
-1 | COc1ccc(Nc2c(-c3cccc(OC)c3)nc3nc(C)cc(C)n23)cc1
5 | C=CCn1c(O)c(N=Nc2ccccc2[N+](=O)[O-])c2ccccc21
-3 | S=c1nc(-c2cccc(Cl)c2)[nH][nH]1
4 | COC(=O)[C@@]12C[C@@H](CC(=O)NCCC(C)C)C(=O)N(Cc3ccco3)C1=CCC(C)(C)C2
2 | CN(C)C1CN(Cc2cn(Cc3ccccc3)nn2)S(=O)(=O)C1 (stereo not given)
2 | CCCS(=O)(=O)NC(=O)C1(C)CCN(C(=O)c2c(F)ccc(C)c2F)C1 (stereo not given)

# Sorted by length of the SMILES (falling): 16 of the compounds above.
SENP1 FRET inh | Molecule
1 | O=C1NC[C@H](Cc2ccccc2)N(C[C@@H]2CCCN2C[C@H](Cc2ccccc2)N2C[C@H](Cc3ccc(O)cc3)N(CCc3ccccc3)C(=O)C2=O)C1=O
2 | C#CCOCCOCCOCCNc1nc(N2CCN(C(=O)Cn3cc(CCO)nn3)CC2)nc(N2CCN(C(=O)Cn3cc(CCO)nn3)CC2)n1
1 | C[C@@H]1CN([C@@H](C)CO)C(=O)CCCn2nncc2CO[C@@H]1CN(C)C(=O)c1ccc2ccn(C)c2c1
2 | COc1ccc(S(=O)(=O)N2CCC[C@H]2C(=O)N2CCC[C@H]2C(=O)N(C)Cc2ccccc2)cc1C
1 | CCOC(=O)C(=O)N(C)c1c(CC)nc2c(OCc3cc(Cl)cc(Cl)c3)cccn12
1 | CC1(c2nnnn2-c2ccc3c(c2)OCCO3)CCC(=O)N1CCc1ccc(O)cc1 (stereo not given)
2 | CCCS(=O)(=O)NC(=O)C1(C)CCN(C(=O)c2c(F)ccc(C)c2F)C1 (stereo not given)
-1 | CCCS(=O)(=O)NC(=O)C1(C)CCCN(C(=O)c2ccc(F)cc2Cl)C1 (stereo not given)
1 | COc1ccc(N2C(=O)c3ccccc3NC(=O)C2C(=O)NCC(C)C)cc1 (stereo not given)
5 | C=CCn1c(O)c(N=Nc2ccccc2[N+](=O)[O-])c2ccccc21
2 | CN(C)C1CN(Cc2cn(Cc3ccccc3)nn2)S(=O)(=O)C1 (stereo not given)
0 | Cc1cc(=O)[nH]c(NN=C(CC(C)C)CC(C)C)n1
2 | CN(C)Cc1cc(C(C)(C)C)cc(N2CCOCC2)c1O
-3 | S=c1nc(-c2cccc(Cl)c2)[nH][nH]1
1 | C/C(=N\O)c1sc(-c2ccccc2)nc1C
0 | COc1cc2ccnc(C=NO)c2cc1OC
